Assay outcomes (PubChem BioAssay)
Vif imaging = HIV Vif inhibition. HEK293T cells, Vif self-association by quenched fluorescence, imaging, 24 h. inhibition, % at 7.49 µM. 0.35% of 340,000 active. AID 602346; in the data active means inhibition above about 50%, passing the limit was not always enough; further: some results filed as inactive read as strong as hits
COUP-TFII inh = blocks human COUP-TFII nuclear receptor | P24468 | HEK293T NGFI-A luciferase reporter, luminescence | inhibition, % at 8.6 µM | 0.7% of 370,000 active;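 active means inhibition above a per-plate cutoff, mean inhibition of test wells between control levels plus 3 SD, cut at about 38% in these data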;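 further: cells cotransfected with COUP-TFII expression vector driving the NGFI-A reporter; 0% = median of COUP-TF2 test wells and 100% = reporter-only cells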
TROY NFkB inh = blocks TROY-dependent signaling in reporter cells | inhibition, % at 10 µM | Q293 LMP1-TROYcd NF-kB luciferase reporter, 4 h | 0.98% of 360,000 active;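 active means compounds whose plate-normalised and pattern-corrected inhibition of the luciferase reporter signal at the single screening dose is 50% or more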
NR5A2 inv ag = inverse agonists of human LRH-1 (NR5A2) | O00482 | HEK293T StAR-luciferase reporter, LRH-1 transfected, 24 h | inhibition, % at 3.6 µM | 0.13% of 360,000 active;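 active means inhibition above the mean inhibition of all tested compounds plus 3 SD, cut at about 73% in these data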;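 further: 0% = DMSO wells and 100% = reporter-only cells lacking LRH-1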
NCOA1 inh = inhibits human SRC1 coactivator; Q15788; HEK293 GAL4-SRC1 luciferase reporter, luminescence; inhibition, % at 3.6 µM; 0.12% of 360,000 active; AID 588354;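 active means inhibition above the campaign mean plus 3 SD, with each screening campaign given its own cutoff, cut at about 60% in these data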;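 further: 0% = DMSO treated cells and 100% = gossypol at 36 µM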
TLR9-MyD88 inh = inhibitors of human TLR9-MyD88 binding; Q9NR96+Q99836; CHO BLA complementation TLR9-MyD88, CCF4 FRET ratio; inhibition, % at 4.98 µM; 0.21% of 340,000 active; AID 504734;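 active means inhibition above the mean over all tested compounds plus 3 SD, cut at about 21% in these data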;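 further: 0% = DMSO only wells and 100% = clavulanate BLA inhibitor control wells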
SRC2 inh = human SRC2 (NCOA2) inhibition; 0.17% of 370,000 active; inhibition, % at 9 µM; HEK293 GAL4-SRC2 luciferase reporter, luminescence; Q15596;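 active means inhibition above the mean inhibition of all tested compounds plus 3 SD, set per campaign, cut at about 52% in these data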;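 further: 0% = DMSO treated cells and 100% = cells given Gossypol at 36 µM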
EBV LMP1 NFkB = inhibitors of Epstein-Barr LMP1-induced NF-kappaB reporter. LMP1-induced NF-kappaB luciferase reporter cells, luminescence. inhibition, % at 12.5 µM. 0.69% of 350,000 active; in the data active means inhibition above about 41%;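 further: 0% = neutral control wells and 100% = reference inhibitor control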
NOD2-RIPK2 inh = blocks binding of human NOD2 to RIPK2 | O43353 | CHO BLA complementation NOD2-RIPK2, CCF4 ratio | inhibition, % at 4.98 µM | 0.38% of 360,000 active | AID 624267; in the data active means inhibition above about 21%;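 further: 0% = vehicle only and 100% = reference blocker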
C8 TRAIL sens = caspase-8 TRAIL sensitization; 1% of 360,000 active; AID 624354; NB7+C8 cells + TRAIL, ATPlite viability luminescence; inhibition (viability loss, TRAIL sensitization), % at 10 µM;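 active means compounds causing at least 50% loss of cell viability in the single-dose screen, relative to plate controls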
NCOA3 inh = human NCOA3 inhibition; Q9Y6Q9; HEK293 GAL4-SRC3 luciferase reporter, luminescence; inhibition, % at 3.6 µM; 0.17% of 360,000 active; AID 588352;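 active means inhibition above a per-campaign cutoff, the mean of all compounds plus 3 SD, cut at about 60% in these data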;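 further: 0% = DMSO-treated cells and 100% = gossypol-treated cells at 36 µM; higher means less SRC3-driven luciferase light from the GAL4 reporter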
Target sequence (Q9Y6Q9 whole entry, looked up, the tested form may be a part): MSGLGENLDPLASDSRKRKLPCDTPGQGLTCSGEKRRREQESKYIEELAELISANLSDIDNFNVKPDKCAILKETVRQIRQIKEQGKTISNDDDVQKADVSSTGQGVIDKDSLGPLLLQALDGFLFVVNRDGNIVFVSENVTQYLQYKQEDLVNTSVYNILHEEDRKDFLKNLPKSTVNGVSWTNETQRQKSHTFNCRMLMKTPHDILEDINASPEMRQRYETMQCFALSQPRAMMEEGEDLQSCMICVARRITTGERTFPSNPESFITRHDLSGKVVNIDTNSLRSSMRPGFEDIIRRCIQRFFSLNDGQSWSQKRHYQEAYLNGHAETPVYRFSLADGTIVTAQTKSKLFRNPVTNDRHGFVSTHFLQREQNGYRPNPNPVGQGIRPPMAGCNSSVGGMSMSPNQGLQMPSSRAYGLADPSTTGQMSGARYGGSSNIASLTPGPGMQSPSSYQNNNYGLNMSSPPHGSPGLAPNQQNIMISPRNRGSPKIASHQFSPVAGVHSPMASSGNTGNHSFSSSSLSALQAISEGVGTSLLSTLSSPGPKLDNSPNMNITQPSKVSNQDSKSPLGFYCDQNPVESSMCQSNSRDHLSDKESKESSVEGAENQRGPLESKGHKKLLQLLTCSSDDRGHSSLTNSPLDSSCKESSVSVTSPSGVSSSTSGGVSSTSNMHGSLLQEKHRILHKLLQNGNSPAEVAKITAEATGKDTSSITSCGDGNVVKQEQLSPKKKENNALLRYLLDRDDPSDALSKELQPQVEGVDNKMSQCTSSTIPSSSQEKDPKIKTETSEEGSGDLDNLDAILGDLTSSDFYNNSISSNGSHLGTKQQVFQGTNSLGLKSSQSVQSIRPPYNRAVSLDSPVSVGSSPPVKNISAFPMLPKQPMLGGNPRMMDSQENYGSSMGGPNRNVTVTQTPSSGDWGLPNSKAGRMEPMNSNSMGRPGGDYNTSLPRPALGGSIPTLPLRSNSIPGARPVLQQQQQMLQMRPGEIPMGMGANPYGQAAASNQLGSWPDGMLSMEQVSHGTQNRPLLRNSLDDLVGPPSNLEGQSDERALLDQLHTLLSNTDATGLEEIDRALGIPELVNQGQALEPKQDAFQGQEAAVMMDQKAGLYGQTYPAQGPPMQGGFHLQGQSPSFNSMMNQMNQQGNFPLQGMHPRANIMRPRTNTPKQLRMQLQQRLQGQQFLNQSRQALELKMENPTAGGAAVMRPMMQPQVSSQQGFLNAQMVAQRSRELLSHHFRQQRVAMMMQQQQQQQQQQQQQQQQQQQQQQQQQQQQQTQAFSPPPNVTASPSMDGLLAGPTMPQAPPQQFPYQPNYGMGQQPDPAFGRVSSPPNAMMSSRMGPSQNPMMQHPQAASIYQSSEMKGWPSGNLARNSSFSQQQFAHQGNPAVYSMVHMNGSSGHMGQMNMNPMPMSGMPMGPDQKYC
Starred values were filed as active, the others as inactive; · = not tested or not shown.

Every second line gives: Vif imaging	COUP-TFII inh	TROY NFkB inh	NR5A2 inv ag	NCOA1 inh	TLR9-MyD88 inh	SRC2 inh	EBV LMP1 NFkB	NOD2-RIPK2 inh	C8 TRAIL sens	NCOA3 inh
O=C(/C(N=Nc1cccc(C(F)(F)F)c1)=C(/O)c1cccs1)C(F)(F)F
    -25.6	-24.5	9.0	-6.5	-19.5	1.6	-25.4	-14.1	-9.6	-0.7	-3.8
COc1ccc(NC(=O)C(C)SCc2ccccc2)cc1OC (centres undefined)
    4.4	15.4	13.2	8.4	-3.1	-0.2	1.4	7.1	-2.4	-2.6	12.9
NC(c1csc(Nc2ncccn2)n1)C1CCCCC1 (centres undefined)
    -9.7	-8.0	0.3	7.0	-27.8	·	-16.9	·	-12.4	15.7	-4.2
COc1ccccc1-n1cnnc1SCc1csc(-c2ccccc2)n1
    -2.8	3.8	25.0	10.1	12.4	-4.8	-13.0	0.6	-1.6	-9.5	17.3
CCCCCCCC(=O)NNC(=O)c1ccc(F)cc1
    -1.3	7.6	3.7	-1.6	9.6	3.2	7.7	-11.6	-2.2	-8.2	11.0
CCC(=O)c1ccc(OCC(=O)OCC(=O)N2c3ccccc3NC(=O)C2(C)C)cc1
    -0.7	-12.4	14.7	-12.6	-9.2	-4.8	-13.0	-2.8	-5.9	-15.8	-4.3
Clc1ccc(-c2c[n+](Cc3cccc(Cl)c3)c3n2CCC3)cc1
    0.8	11.2	-2.1	5.0	5.0	7.5	-1.0	-6.4	1.4	11.5	20.3
Cc1cc(=O)oc2cc(OCC(=O)OC(C)C(=O)Nc3ccc(S(N)(=O)=O)cc3)ccc12 (centres undefined)
    2.7	1.5	0.9	4.4	9.3	-3.8	26.0	-0.6	-13.9	-8.7	12.4
O=C(COc1ccc(Cl)cc1)NNC(=O)c1ccccc1C(=O)O
    17.6	14.2	10.8	-8.5	-15.8	-10.8	-1.0	-4.6	-6.2	6.1	-8.6
CC(C)(C)c1ccc(SCC(N)=O)cc1
    7.4	-5.6	-9.7	-9.2	-8.5	-3.5	-22.5	-3.4	2.3	7.1	10.5
CC(C)C(=O)N1CCN(c2ccccc2NC(=O)c2ccc3c(c2)OCCO3)CC1
    16.2	·	9.3	-21.5	1.0	4.3	·	-2.4	-2.4	-10.5	-1.6
NS(=O)(=O)c1ccc(CCNC(=O)c2cc([N+](=O)[O-])ccc2N2CCCCC2)cc1
    1.4	1.0	21.3	3.5	3.9	-0.9	-14.3	3.3	-5.4	4.0	9.7
O=C(c1cc(-c2ccc(Br)cc2)on1)N1CCCCCC1
    -1.4	-38.8	-27.3	-69.3	-90.7	-3.9	-41.6	-49.8	-13.5	6.3	-74.2
O=C(Nc1cccc(O)c1)C(=O)Nc1ccccn1
    -15.4	-39.4	38.9	-128.6	-93.1	-6.9	-24.3	0.7	-8.6	71.0*	-59.7
CSc1ccc(CNCC(O)c2ccccc2)cc1 (centres undefined)
    18.5	-4.2	-21.9	1.6	1.0	-7.1	-44.7	-6.0	-17.1	-18.7	13.5
CCN(C(=O)c1cc(Cl)ccc1Cl)C1CCS(=O)(=O)C1 (centres undefined)
    -15.2	1.2	3.5	-3.9	-14.7	2.7	-3.8	-3.7	-12.8	-1.1	8.1
O=C(O)c1ccc(Cl)c(S(=O)(=O)Nc2ccccc2Cc2ccccc2)c1
    -18.6	0.8	11.1	2.2	4.2	-4.7	-1.1	-0.1	-5.8	-3.1	8.4
Cc1ccc(C(C)C)c(OCc2nnc(SCC(=O)Nc3nccs3)n2C)c1
    ·	-13.7	-4.5	-1.8	-8.2	-13.9	7.8	-4.3	-3.3	-5.7	14.3
CCOC(=O)c1c(C)c2c(=O)[nH]cnc2n1-c1ccccc1
    -10.1	15.0	41.8	-5.3	39.8	-14.0	32.1	26.9	5.4	13.2	44.2
O=C(NCCN1CCOCC1)C1CCC(CNS(=O)(=O)c2ccc(Cl)cc2)CC1 (centres undefined)
    8.5	18.9	-1.1	-6.7	0.5	11.0	2.5	2.7	-9.6	5.6	-5.4
Cc1c(C(=O)NNc2c(Cl)cccc2Cl)n(C)oc1=O
    3.4	4.0	-9.0	-6.1	-15.4	12.2	-42.0	0.2	2.8	-6.4	6.2
COc1ccc(S(=O)(=O)N2CCOCC2)cc1NC(=O)c1cc(=O)[nH]c2ccccc12
    -8.3	-0.3	18.3	-3.4	2.9	-2.0	1.7	0.0	-2.1	-23.7	-4.9
CC1CCN(S(=O)(=O)c2cc(Br)cc(C(=O)NC3=NCCS3)c2)CC1
    -1.4	10.5	-4.7	-27.7	-29.1	5.2	-23.9	5.3	5.4	-3.8	-4.0
Cc1nc(N2CCN(Cc3ccc4c(c3)OCO4)CC2)nc2c1C(=O)CC(c1ccco1)C2 (centres undefined)
    -7.8	9.0	-15.3	-0.6	-36.6	-0.4	5.2	-2.1	-12.0	3.9	2.4
Cc1ccc(N(CC(=O)N2CCCC2)S(C)(=O)=O)c(C)c1
    0.7	-10.8	-2.0	0.1	0.5	0.1	11.2	12.5	-5.3	-8.6	-5.6
C[C@@H]1CN([C@@H](C)CO)C(=O)c2cc(C#CC3CCCCC3)cnc2O[C@@H]1CN(C)S(=O)(=O)c1ccc(F)cc1
    -8.2	8.9	11.0	30.4	-8.8	-9.5	3.8	-3.3	-4.0	-6.2	-11.9
O=S(=O)(Nc1cccc(-n2cnnn2)c1)c1ccccc1F
    5.1	10.2	-3.3	-3.3	-2.3	9.6	6.5	5.0	-0.1	-14.2	7.6
O=S(=O)(c1ccc(F)cc1)N1CCC(O)(c2ccc3c(c2)OCO3)CC1
    4.7	7.5	-3.1	13.5	6.5	-1.3	3.7	-1.6	-8.6	-2.5	-8.5
O=S(=O)(Nc1cccc2ccccc12)N1CCCC1
    5.4	1.0	5.6	-23.3	-3.2	-6.8	3.0	5.3	2.4	-20.7	-10.1
N#Cc1cccnc1N1CCN(C(C(=O)NC2CCCC2)c2ccc(F)cc2)CC1 (centres undefined)
    ·	1.4	·	-15.2	·	·	8.8	·	14.7	-0.2	·
C[C@H](CO)N1C[C@H](C)[C@@H](CN(C)Cc2ccccn2)Oc2ncc(-c3ccccc3)cc2C1=O
    1.7	12.6	4.6	-3.1	9.1	-2.8	9.2	1.6	5.8	3.9	-2.9
O=C(Nc1ccccc1)[C@@H]1CC=C[C@@H]2CCN(C3CCCCC3)C(=O)[C@@H]21
    4.5	8.3	-11.5	-5.2	-16.9	-4.6	10.8	-1.6	-17.2	2.3	-4.7
CN(CC(=O)Nc1ccccc1Cl)C(=O)CN1C(=O)C2CC=CCC2C1=O (centres undefined)
    -3.9	-5.6	-7.0	1.1	6.5	-0.2	-0.4	1.3	-17.7	-14.1	2.1
CC(C)(C)N(Cc1ccccc1)C(=O)COC(=O)CN1C(=O)NC2(CCCC2)C1=O
    ·	0.8	2.4	3.1	3.7	5.2	-1.5	-15.8	2.5	14.9	-10.6
CCn1c(=O)c(C(=O)NCc2ccc(F)cc2)c(O)c2ccccc21
    -0.5	-16.0	6.6	-4.6	6.4	2.8	10.9	-1.2	-5.6	-0.4	-15.5
COc1ccccc1N1CCN(c2nnc(-c3ccc(F)cc3)c3ccccc23)CC1
    -2.0	3.1	34.0	-1.8	-9.0	1.0	-15.3	24.2	6.1	-14.0	10.8
COCCOc1ccc(C(F)(F)F)cc1NC(=O)c1ccccc1F
    6.6	4.9	-3.9	9.5	3.2	8.4	-7.1	-1.8	3.8	3.8	21.1
CN(C)CCCN(C(=O)c1ccco1)c1nc2c(F)cc(F)cc2s1
    -0.9	-1.4	-41.4	0.1	11.1	15.6	-14.9	-5.8	13.7	6.2	14.0
COc1cc(S(=O)(=O)NC(C)C)ccc1Cl
    2.5	2.1	-6.2	24.6	-14.9	1.3	6.9	-0.6	-27.0	-2.4	17.4
C#CCOc1ccc(/C=C2/C(=O)NN(c3ccccc3)C2=O)cc1OC
    7.6	10.3	4.1	4.5	1.1	-8.5	7.2	-6.3	0.6	-23.5	0.9
COc1ccc(C(=O)N/C(=C\c2ccccc2)C(=O)NC(CC(C)C)C(=O)O)cc1 (centres undefined)
    6.5	-12.4	1.8	-15.9	-0.1	9.9	8.2	3.1	3.5	0.9	3.2
Cc1occc1C(=O)NCc1ccccc1F
    -13.0	18.2	3.0	-15.4	-2.6	-1.0	-0.9	5.3	7.7	4.0	4.6
COc1cccc(-c2nnc(N(C)C(=O)C3CCOC3)s2)c1 (centres undefined)
    23.4	0.8	-40.8	-59.4	-34.2	-3.5	-63.1	-11.5	-6.3	25.5	-49.7
O=C(O)c1cccc(NC(=O)C23CC4CC(C2)CC(n2cnc(Cl)n2)(C4)C3)c1
    -3.4	2.8	-19.0	-14.3	11.9	4.3	-2.9	-6.3	-6.1	-7.7	11.2
CNC(=O)CSc1nnc(-c2ccco2)n1-c1ccccc1
    2.7	-6.7	11.8	-0.7	-2.9	-5.4	-5.0	1.8	1.1	-0.4	-15.5
COc1cc(/C=C2/NC(=O)NC2=O)cc(Br)c1OCc1ccccc1
    -2.0	-4.3	1.6	10.5	0.3	-7.5	-20.2	2.3	-2.4	-2.9	5.9
CN(C)/C=C1\N=C(c2ccc(Cl)cc2Cl)OC1=O
    ·	-14.4	-55.7	-36.1	-50.8	-13.4	-10.9	-12.1	-16.1	3.3	-29.6
Cc1c(Cl)cccc1NC(=S)NCC(c1cccnc1)N(C)C (centres undefined)
    -1.7	-6.9	-12.8	9.1	-41.1	2.2	8.5	5.6	-5.2	-3.6	7.0
CC1CCN(Cc2nc3c(c(=O)n(C)c(=O)n3C)n2CCCc2ccccc2)CC1
    11.6	7.0	-1.5	-5.1	-2.1	-9.2	4.0	11.3	0.6	4.5	15.1
C/C=C(\C)C(=O)N1CC2(CC(c3cccc(NC(=O)CCCCC)c3)=NO2)C[C@@H]1C(N)=O (some centres undefined)
    3.3	-11.8	-10.5	2.9	3.8	0.5	-7.2	5.8	-0.2	9.5	6.6
CC(C)C(=O)Nc1c(-c2cccc(Cl)c2)c(=O)c2ccccc2n1C
    4.8	15.8	8.1	22.2	17.2	0.6	-15.6	-0.4	15.3	4.8	2.7
CC(=O)C1CCC2C3CCC4CC(=O)CCC4(C)C3C(C)(O)CC12C (centres undefined)
    -6.6	3.4	9.8	-15.8	11.9	1.8	14.0	4.3	0.9	-0.1	-2.6
CCc1nc2ccc(C(=O)NCCNC(C)=O)cn2c1N(C)CCCc1ccccc1
    1.6	2.7	1.1	36.5	6.2	·	-6.8	·	0.1	2.3	16.1
CCOC(=O)/C(C#N)=C/c1cn(CCC(=O)O)nc1-c1ccc(Br)cc1
    -5.7	7.9	-14.7	1.1	-13.7	2.7	-38.4	-6.5	-6.9	5.5	2.5
C/C(=N\NC(=O)c1ccccc1O)C1C(=O)c2ccccc2C1=O
    -10.7	-27.1	-0.6	-71.8	-64.1	3.0	-57.7	-18.9	-4.2	18.5	-44.8

Not all compounds are listed. The share of hits here may be higher or lower than overall.
